influenza NS1A: NS1A inhibition, H1N1 influenza, cell based functional assay (AID 504329). NS1A functional cell-based assay, percent inhibition; higher % means a stronger effect. inhibition, % at 12.5 µM, or IC50 in µM where a hit was titrated. 340,000 compounds, 0.3% hits; in the data active means a potency from the dose series; inconclusive means inhibition above about 27% without an active follow-up result; further: strong numbers were not always called active
tuberculosis growth: growth inhibition of non-replicating M. tuberculosis (AID 488890); 320,000 compounds, 0.39% hits; Mycobacterium tuberculosis non-replicating, growth inhibition; higher % means a stronger effect; inhibition, % at 25 µM; hits with a dose series show IC50 in µM; in the data active means a potency from the dose series; inconclusive means inhibition mostly from about 82% at the one dose, without a potency; inactive means the rest, 99 in 100 with inhibition below about 76%;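 further: plate controls were DMSO cells for no effect and high antibiotic wells for full effect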
inhibitors of VEEV: inhibitors of VEEV TC-83 cytopathic effect, confirmation, Vero cells (AID 588727); inhibition, % at 20 µM; hits with a dose series show IC50 in µM; 350,000 compounds, 0.13% hits; Vero cells, VEEV TC-83 cytopathic effect inhibition; higher % means a stronger effect; in the data active means a potency from the dose series; inconclusive means inhibition mostly from about 14% at the one dose, without a potency; inactive means the rest, 99 in 100 with inhibition below about 12%; further: strong numbers were not always called active
Salmonella PhoP GFP: Inhibition of PhoP regulon, Salmonella typhi GFP reporter cells, confirmation, 4 h (AID 1850); Salmonella Typhi PhoP-promoter GFP reporter, fluorescence, 4 h; higher % means a stronger effect; inhibition, % at 50 µM, or IC50 in µM where a hit was titrated; 310,000 compounds, 0.33% hits; in the data active means a potency from the dose series; inconclusive means inhibition mostly from about 25% at the one dose, without a potency; inactive means the rest, 99 in 100 with inhibition below about 19%;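 further: 0% = induced wells with vehicle and 100% = uninduced wells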
H37Rv inhibition: M. tuberculosis growth inhibition, HTS (AID 449762); M. tuberculosis H37Rv growth inhibition, 7H9 media; higher % means a stronger effect; inhibition, % at 25 µM; hits with a dose series show IC50 in µM; 330,000 compounds, 0.59% hits; in the data active means a potency from the dose series; inconclusive means inhibition above about 70% without an active follow-up result;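 further: bacterial growth assessed after seven days of incubation; strong numbers were not always called active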
inhibitors of VEEV 10K pilot screen: second read-out of inhibitors of VEEV, no call of its own (marks repeat the call); inhibition, %; measured here: 10K pilot screen inhibition
Active calls of the source: *.

The opening 7 records as a preview:
Screening O=C(NN1C(=O)/C(=C/C=C/c2ccco2)SC1=S)c1ccncc1 returned tuberculosis growth 60%, inhibitors of VEEV 1.2%, Salmonella PhoP GFP 2% and H37Rv inhibition inconclusive.
For CCOc1ccc(C(=O)Nc2cnn(Cc3ccc(Cl)c(Cl)c3)c2)cc1 the results were influenza NS1A 2%, inhibitors of VEEV inactive, Salmonella PhoP GFP -6% and inhibitors of VEEV 10K pilot screen 1.3.
For Cc1onc(-c2ccccc2)c1C(=O)OCC(=O)N1CCC(C)CC1 the results were influenza NS1A -10%, tuberculosis growth 22%, inhibitors of VEEV inactive and H37Rv inhibition 0%.
`CC(C)(C)c1ccc(C2SCC(=O)N2c2cccc(C(=O)O)c2)cc1` (configuration not stated) gave influenza NS1A -18%, tuberculosis growth 28%, inhibitors of VEEV 1.1%, Salmonella PhoP GFP 11% and H37Rv inhibition 3%.
`Cc1ccc(C)c(OCC(=O)Nc2c(C)n(C)n(-c3ccccc3)c2=O)c1` gave influenza NS1A -8%, tuberculosis growth 1%, inhibitors of VEEV 3.8% and H37Rv inhibition -17%.
CCOc1ccc(S(=O)(=O)N2CCCCC2)cc1NS(=O)(=O)c1cccs1 was read as influenza NS1A -14%, tuberculosis growth 12%, inhibitors of VEEV 0.8% and H37Rv inhibition -3%.
Screening COc1ccc(N2CCN(C(=O)CN3C(=O)NC(C)(C4CC4)C3=O)CC2)cc1 (configuration not stated) returned influenza NS1A -4%, tuberculosis growth -8%, inhibitors of VEEV 2.1% and H37Rv inhibition 2%.

The list itself, previewed entries included:
Screening O=C(NN1C(=O)/C(=C/C=C/c2ccco2)SC1=S)c1ccncc1 returned tuberculosis growth 60%, inhibitors of VEEV 1.2%, Salmonella PhoP GFP 2% and H37Rv inhibition inconclusive.
For CCOc1ccc(C(=O)Nc2cnn(Cc3ccc(Cl)c(Cl)c3)c2)cc1 the results were influenza NS1A 2%, inhibitors of VEEV inactive, Salmonella PhoP GFP -6% and inhibitors of VEEV 10K pilot screen 1.3.
For Cc1onc(-c2ccccc2)c1C(=O)OCC(=O)N1CCC(C)CC1 the results were influenza NS1A -10%, tuberculosis growth 22%, inhibitors of VEEV inactive and H37Rv inhibition 0%.
`CC(C)(C)c1ccc(C2SCC(=O)N2c2cccc(C(=O)O)c2)cc1` (configuration not stated) gave influenza NS1A -18%, tuberculosis growth 28%, inhibitors of VEEV 1.1%, Salmonella PhoP GFP 11% and H37Rv inhibition 3%.
`Cc1ccc(C)c(OCC(=O)Nc2c(C)n(C)n(-c3ccccc3)c2=O)c1` gave influenza NS1A -8%, tuberculosis growth 1%, inhibitors of VEEV 3.8% and H37Rv inhibition -17%.
CCOc1ccc(S(=O)(=O)N2CCCCC2)cc1NS(=O)(=O)c1cccs1 was read as influenza NS1A -14%, tuberculosis growth 12%, inhibitors of VEEV 0.8% and H37Rv inhibition -3%.
Screening COc1ccc(N2CCN(C(=O)CN3C(=O)NC(C)(C4CC4)C3=O)CC2)cc1 (configuration not stated) returned influenza NS1A -4%, tuberculosis growth -8%, inhibitors of VEEV 2.1% and H37Rv inhibition 2%.
Screening Oc1ccc(-c2[nH]ncc2-c2ccc(Br)cc2)c(O)c1 returned influenza NS1A 1%, tuberculosis growth -9%, inhibitors of VEEV 1.1%, Salmonella PhoP GFP 6% and H37Rv inhibition 10%.
Screening Cc1ccc(Nc2nc(N)nc(CCl)n2)cc1 returned tuberculosis growth inconclusive, inhibitors of VEEV inconclusive, Salmonella PhoP GFP 4% and H37Rv inhibition inconclusive.
O=C(CCC(=O)Nc1ccc(F)cc1)N/N=C/c1ccccc1 was read as influenza NS1A -22%, tuberculosis growth -7%, inhibitors of VEEV inactive, Salmonella PhoP GFP -1% and H37Rv inhibition -3%.
`Cc1[nH]c2ccccc2c1C(=O)C(C)OC(=O)c1ccccc1NCCO` (configuration not stated) gave influenza NS1A -12%, tuberculosis growth 18%, inhibitors of VEEV 8.9%, Salmonella PhoP GFP 5% and H37Rv inhibition 7%.
For COc1ccccc1Nc1nc(N)nc(CN2CCC(Cc3ccccc3)CC2)n1 the results were influenza NS1A -10%, tuberculosis growth inconclusive, inhibitors of VEEV 5.3%, Salmonella PhoP GFP -1% and H37Rv inhibition inconclusive.
Screening CN1CCN(C(=O)Nc2ccccc2CC[N+](=O)[O-])CC1 returned influenza NS1A 0%, tuberculosis growth 17%, inhibitors of VEEV 0.2%, Salmonella PhoP GFP 1% and H37Rv inhibition 4%.
CC(=O)c1ccc(N2CC(C)(C)C2=O)cc1 was read as influenza NS1A -4%, tuberculosis growth -12%, inhibitors of VEEV 0.3%, Salmonella PhoP GFP 4% and H37Rv inhibition -8%.
`O=C(COC(=O)/C=C/c1cccc(F)c1)NC1CC1` gave influenza NS1A -3%, tuberculosis growth 21%, inhibitors of VEEV 2.6% and H37Rv inhibition 6%.
`O=C(COC(=O)C1CCN(c2ccc(C(F)(F)F)cn2)CC1)NC1CCCCC1` gave influenza NS1A -4%, tuberculosis growth 11%, inhibitors of VEEV 1.0%, Salmonella PhoP GFP 1% and H37Rv inhibition 6%.
C=C(C)C1CC=C(C)/C(=N/NC(=O)c2ccc(NC(=O)CC)cc2)C1 (configuration not stated) was read as influenza NS1A 13%, tuberculosis growth 62%, inhibitors of VEEV 2.5%, Salmonella PhoP GFP -6% and H37Rv inhibition 3%.
`CC(C)n1nc(C(=O)OCC(=O)N2CC(=O)Nc3ccccc32)c2ccccc2c1=O` gave influenza NS1A -2%, tuberculosis growth -10%, inhibitors of VEEV 1.0%, Salmonella PhoP GFP -5% and H37Rv inhibition -4%.
CCCCn1c(N)c(N(CCOC)C(=O)C2CCCN(C(=O)c3ccc(Cl)cc3)C2)c(=O)[nH]c1=O (configuration not stated) was read as influenza NS1A -8%, tuberculosis growth -2%, inhibitors of VEEV 1.0%, Salmonella PhoP GFP -9% and H37Rv inhibition -2%.
Screening O=C(COc1ccccc1Cl)NC(=S)Nc1ccc(CN2CCOCC2)cc1 returned influenza NS1A -2%, tuberculosis growth 67%, inhibitors of VEEV inactive, Salmonella PhoP GFP -7% and H37Rv inhibition -6%.
Screening CCOC(=O)c1c(NC(=O)COC(=O)c2cnccn2)sc(C)c1C returned influenza NS1A -7%, tuberculosis growth 31%, inhibitors of VEEV 7.3% and H37Rv inhibition 17%.
Screening CCOC(=O)C1CCCN(c2cc(C)nc3cc(-c4ccc(Cl)cc4)nn23)C1 (configuration not stated) returned influenza NS1A -3%, tuberculosis growth 3%, inhibitors of VEEV 2.1%, Salmonella PhoP GFP -3% and H37Rv inhibition 5%.
For COc1ccccc1CC(=O)NN1C(=O)NC2(CCC(C)CC2)C1=O (configuration not stated) the results were influenza NS1A -15% and inhibitors of VEEV 0.8%.
`CC1Sc2ccc(C(=O)Nc3ccccc3OC(F)F)cc2NC1=O` (configuration not stated) gave influenza NS1A -13%, tuberculosis growth 4%, inhibitors of VEEV 8.4%, Salmonella PhoP GFP 2% and H37Rv inhibition 3%.
Cc1c(CN2CCC(CO)(Cc3cccc(C(F)(F)F)c3)CC2)c2ccccc2n1C was read as influenza NS1A 15%, tuberculosis growth 78%, inhibitors of VEEV inactive, Salmonella PhoP GFP 8% and H37Rv inhibition 21µM*.
For CCCN1C=CC(=CC=C(C#N)C#N)C=C1 the results were influenza NS1A 5%, tuberculosis growth -5%, inhibitors of VEEV inactive, Salmonella PhoP GFP -2% and H37Rv inhibition -13%.
Screening Cc1ccc(-n2nnc3c(SCC(=O)NCC4CCCO4)ncnc32)cc1 (configuration not stated) returned influenza NS1A 19%, tuberculosis growth 69%, inhibitors of VEEV 13%, Salmonella PhoP GFP 2% and H37Rv inhibition 12%.
`CC(C(=O)N1CCc2ccccc21)N1CCN(S(=O)(=O)c2cccs2)CC1` (configuration not stated) gave influenza NS1A 1%, tuberculosis growth 15%, inhibitors of VEEV 6.7% and H37Rv inhibition 2%.
COC(=O)c1ccc(NC(=O)CSC2=NCCN2)cc1 was read as influenza NS1A 3%, tuberculosis growth 5%, inhibitors of VEEV 2.9%, Salmonella PhoP GFP 24% and H37Rv inhibition 67%.
`CCCCOc1ccc(C(=O)NNC(=O)c2cnccn2)cc1OC` gave influenza NS1A -2%, tuberculosis growth inconclusive, inhibitors of VEEV 2.8% and H37Rv inhibition inconclusive.
Screening CCc1cc2ccc(OC)cc2nc1SCC(=O)NNC(C)=O returned influenza NS1A -11%, tuberculosis growth 10%, inhibitors of VEEV 1.6%, Salmonella PhoP GFP 6% and H37Rv inhibition -2%.
Screening CN(C)C=Nc1ncc2c3ccccc3n(CCN(C)C)c2c1C#N returned influenza NS1A 1%, tuberculosis growth 15%, inhibitors of VEEV inconclusive, Salmonella PhoP GFP -13% and H37Rv inhibition 3%.
Screening CC1=NN(c2ccc(F)cc2)C(=O)C1C(c1cccc(O)c1)c1c(C)[nH]n(-c2ccc(F)cc2)c1=O (configuration not stated) returned influenza NS1A 1%, tuberculosis growth 10%, inhibitors of VEEV 1.5%, Salmonella PhoP GFP 14% and H37Rv inhibition -2%.
For Clc1ccccc1-c1nc(/C=N/N2CCOCC2)c2ccccn12 the results were influenza NS1A 10%, tuberculosis growth 6%, inhibitors of VEEV 4.3%, Salmonella PhoP GFP 4% and H37Rv inhibition -1%.
`COc1ccc(CNC(=O)C2CCC(CNS(=O)(=O)c3cccc4cccnc34)CC2)cc1` (configuration not stated) gave influenza NS1A -1%, tuberculosis growth -10%, inhibitors of VEEV 2.6%, Salmonella PhoP GFP -6% and H37Rv inhibition 3%.
Screening COCCNC(=O)c1cnn2c(C(F)(F)F)cc(-c3ccc4c(c3)OCO4)nc12 returned influenza NS1A 4%, tuberculosis growth 3%, inhibitors of VEEV 1.4%, Salmonella PhoP GFP -8% and H37Rv inhibition 0%.
`O=C(Nc1cccn(Cc2c(Cl)cccc2Cl)c1=O)C1CC1` gave influenza NS1A 8%, tuberculosis growth -13%, inhibitors of VEEV 0.2%, Salmonella PhoP GFP 7%, H37Rv inhibition 57% and inhibitors of VEEV 10K pilot screen 0.7.
CCOC(=O)N1CCN(CC(O)COCc2ccc(OC)c(OC)c2)CC1 (configuration not stated) was read as influenza NS1A -6%, tuberculosis growth -3%, inhibitors of VEEV 0.5%, Salmonella PhoP GFP -1% and H37Rv inhibition -1%.
`C1CCC2(CC1)OCC1(CO2)COC2(CCCCC2)OC1` gave influenza NS1A 0%, tuberculosis growth -9%, inhibitors of VEEV inactive, Salmonella PhoP GFP 3%, H37Rv inhibition 6% and inhibitors of VEEV 10K pilot screen 0.1.
CC(=O)N1CCN(C(=O)c2ccc3oc(CCCc4ccccc4)nc3c2)CC1 was read as influenza NS1A 5%, tuberculosis growth -3%, inhibitors of VEEV 1.4%, Salmonella PhoP GFP -3% and H37Rv inhibition -3%.
`CCc1cccc(N(C(=O)c2csnn2)C(C(=O)NC(C)(C)C)c2ccccn2)c1` (configuration not stated) gave influenza NS1A 3%, tuberculosis growth 6%, inhibitors of VEEV 0.1%, Salmonella PhoP GFP 4% and H37Rv inhibition -8%.
`Cc1ccc(NC(=O)Nc2ccc3oc(C)nc3c2)cc1` gave influenza NS1A -2%, tuberculosis growth -6%, inhibitors of VEEV 1.7%, Salmonella PhoP GFP 0% and H37Rv inhibition 0%.
For COc1ccc(OC)c(NC(=O)Cn2c(CCC(=O)O)ccc2-c2ccccc2)c1 the results were influenza NS1A 1%, tuberculosis growth -6%, inhibitors of VEEV 0.2%, Salmonella PhoP GFP 0% and H37Rv inhibition -5%.
Screening O=C(Nc1nnc(-c2ccncc2)s1)C1CCCO1 (configuration not stated) returned influenza NS1A 19%, tuberculosis growth 13%, inhibitors of VEEV 1.4%, Salmonella PhoP GFP -9% and H37Rv inhibition -10%.
Cc1ccc(C(=O)N/C(=C\c2cn(S(=O)(=O)N(C)C)c3ccccc23)C(=O)NCCCn2ccnc2)cc1 was read as influenza NS1A 3%, tuberculosis growth 65%, inhibitors of VEEV 0.5%, Salmonella PhoP GFP -6% and H37Rv inhibition 1%.
For Cc1occc1C(=O)Nc1nccs1 the results were influenza NS1A 0%, tuberculosis growth -5%, inhibitors of VEEV 1.5%, Salmonella PhoP GFP -9% and H37Rv inhibition -1%.
N#Cc1nc(COc2ccc(Cl)cc2)oc1N1CCCCCC1 was read as influenza NS1A 20%, tuberculosis growth -2%, inhibitors of VEEV inactive, Salmonella PhoP GFP -7% and H37Rv inhibition -1%.
